# S2 tox – cell viability loss in ATXN counter-screen; S2 cells (HEK-293 line with an ATXN2-luciferase reporter) viability, CellTiter-Fluor protease fluorescence, 24 h; 0.49% of 400,000 active; AID 651635; Potency, µM (top dose mostly 56.7 µM), actives largely listed as cytotoxic; further: nearly all actives have a fitted effect of over 40% in size
# HepG2 tox – kills HepG2 cells in TGF-b inhibitor counter-screen. HepG2 CAGA-GFP viability, ATP luminescence, 18 h. Potency, µM (series often up to 46.1 µM), inactives show at the highest dose activity change, negative = cytotoxicity, hits mostly cytotoxic. 0.76% of 410,000 active. AID 588856; further: some results filed as inactive show a strong effect at the top dose
#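 CellTiter-Glo luminescence gave cytotoxicity after 18 hours at 37 degrees C. The cells were HepG2 CAGA-GFP in 1% FBS DMEM, stimulated with 500 pg/mL TGF-beta after compound addition. %Activity was normalised to no-cell wells (complete cell-killing) and DMSO (no toxicity), and curves were fitted and classified.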
# ATXN2 expr inh – ATXN2 expression inhibition; HEK-293 ATXN2-luciferase reporter, luminescence, 24 h; AID 1745845; Potency, µM (top dose mostly 57 µM), for inactives: at the highest dose activity change, negative = inhibition, most hits filed as inhibitors; 0.72% of 360,000 active; further: on the % scale 0 is the no-effect control and ±100 the full control effect; nearly all actives have a fitted effect of over 55% in size
#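 qHTS (up to 57 uM final) was run with 24 h compound exposure of reporter cells at 37 °C. Each well was multiplexed: SteadyGlo luminescence measured ATXN2-luciferase expression after a fluorogenic Gly-Phe-AFC viability readout (25 uM final).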
# Nrf2 inh – Nrf2 pathway inhibition; A549 ARE-Fluc reporter, luciferase luminescence, 18-24 h; Potency, µM (series often up to 46 µM), for the others: at the top dose activity change, negative = inhibition, hits mostly inhibitors; 2.1% of 360,000 active; AID 504444; further: on the % scale 0 is the no-effect control and ±100 the full control effect; nearly all actives have a fitted effect of over 60% in size
#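 Concentration-response testing used A549 ARE_Fluc cells at 5000 cells/well. Following an 18-24 h compound incubation, viability was read by fluorescence (Ex 405/Em 525) and luciferase output by luminescence.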
# MCF10A rerep – inducers of DNA re-replication in MCF 10A breast cells; MCF 10A DNA re-replication, Hoechst nuclear intensity, 48 h; Potency, µM (titrated, usually from 46.1 µM), for the others: at the highest dose activity, positive = re-replication, most hits filed as activators; 2.9% of 350,000 active; AID 624296; further: % of control where 0% means no effect; nearly all actives have a fitted effect of over 50% in size
# TGFb inhibitor – TGF-b pathway inhibition. Potency, µM (highest dose often 46.1 µM), for the others: at the highest dose activity, negative = inhibition, hits mostly inhibitors. AID 588855. HepG2 CAGA-GFP TGF-b/SMAD3 reporter, GFP fluorescence, 18 h; TGF-beta stimulated, 500 pg/mL final. 1.2% of 410,000 active; further: on the % scale 0 is the no-effect control and ±100 the full control effect; nearly all actives have a fitted effect of over 65% in size
#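 HEPG2 CAGA-GFP reporter cells (1000/well, DMEM with 1% FBS) received compounds, then recombinant TGF-beta at 500 pg/mL final for 18 hours at 37 degrees C. Per-cell GFP summed per well was normalised to unstimulated and stimulated DMSO controls before curve fitting.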
# EPAC2 antagonist – EPAC2 (human) antagonism. Q8WZA2. EPAC2 GEF exchange of Rap1B-BODIPY-GDP, fluorescence. Potency, µM (doses to about 114 µM), for the others: at the top dose activity, negative = inhibition, most hits filed as inhibitors. 0.18% of 360,000 active; further: on the % scale 0 is the no-effect control and ±100 the full control effect; nearly all actives have a fitted effect of over 45% in size; many of its hits are not listed in these tables
# Target sequence (Q8WZA2 whole entry, looked up): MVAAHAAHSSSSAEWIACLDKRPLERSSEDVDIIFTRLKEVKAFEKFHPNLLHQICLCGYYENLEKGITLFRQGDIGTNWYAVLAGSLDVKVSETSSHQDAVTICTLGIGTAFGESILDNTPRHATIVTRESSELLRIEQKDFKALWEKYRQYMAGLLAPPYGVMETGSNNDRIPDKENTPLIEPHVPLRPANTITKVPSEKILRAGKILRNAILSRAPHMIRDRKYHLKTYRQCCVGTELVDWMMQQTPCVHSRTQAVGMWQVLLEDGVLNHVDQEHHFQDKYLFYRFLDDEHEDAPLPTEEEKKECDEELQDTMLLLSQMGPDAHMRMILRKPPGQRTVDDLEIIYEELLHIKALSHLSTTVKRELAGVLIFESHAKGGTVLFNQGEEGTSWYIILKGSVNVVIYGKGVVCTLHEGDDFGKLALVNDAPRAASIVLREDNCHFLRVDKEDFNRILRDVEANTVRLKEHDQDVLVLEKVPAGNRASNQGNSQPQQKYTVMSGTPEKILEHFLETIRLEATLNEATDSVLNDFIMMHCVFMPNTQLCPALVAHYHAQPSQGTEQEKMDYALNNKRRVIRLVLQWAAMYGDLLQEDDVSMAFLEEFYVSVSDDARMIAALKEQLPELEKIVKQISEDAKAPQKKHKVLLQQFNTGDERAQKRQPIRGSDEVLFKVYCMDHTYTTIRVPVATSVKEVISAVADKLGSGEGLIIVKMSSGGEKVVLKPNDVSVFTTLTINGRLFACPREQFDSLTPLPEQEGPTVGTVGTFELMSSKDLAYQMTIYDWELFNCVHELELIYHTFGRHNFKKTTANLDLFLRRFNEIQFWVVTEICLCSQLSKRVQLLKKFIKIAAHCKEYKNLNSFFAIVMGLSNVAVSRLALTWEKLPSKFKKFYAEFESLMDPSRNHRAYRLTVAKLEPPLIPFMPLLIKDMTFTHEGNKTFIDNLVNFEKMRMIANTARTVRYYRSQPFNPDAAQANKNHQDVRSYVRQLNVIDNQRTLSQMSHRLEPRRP
# Nrf2 ARE act – activators of Nrf2 (ARE) signaling; AREc32 ARE-luciferase reporter (MCF7-derived line), luminescence, 24 h; Potency, µM (doses to about 46.1 µM), for the others: at the highest dose activation, actives largely listed as activators; 0.31% of 410,000 active; further: % of control where 0% means no effect; nearly all actives have a fitted effect of over 65% in size
#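 For detection, Steady-Glo was added and plates sat 30 min at RT; before that, AREc32_Fluc cells grown overnight in OPTI-MEM/5% FBS had been treated with 23 nL compound for 24 hr at 37 deg C.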
# A549 viability – A549 cytotoxicity, counter-screen for Nrf2 inhibitors; A549 ARE-Fluc cells, CellTiter-Fluor viability, 18-24 h; Potency, µM (top dose mostly 46 µM), for the others: at the top dose activity change, negative = cytotoxicity, hits mostly inhibitors; 0.16% of 390,000 active; AID 504648; further: on the % scale 0 is the no-effect control and ±100 the full control effect
#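 Cytotoxicity counterscreen: CellTiter-Fluor fluorescence was measured in A549 ARE_Fluc cells after 18-24 h of compound exposure in a concentration series. The subsequent BugLite luminescent read reports ARE-luciferase activity.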
# Starred values were filed as active, the others as inactive; i = inactive; ? = inconclusive; . = not tested or not shown; & = joins results of further samples; [ ] = dose if it differs, or a comment. The call rests on the fitted dose curve; in most records, active means well fitted curve in the direction sought with a large enough effect; inconclusive means small, poorly fitted or top-dose-only effect, or another doubt; inactive means no such curve, though single readings can be large; an effect the other way counts as inactive or inconclusive. Potency means the concentration at half of the fitted maximal effect.
SMILES,S2 tox,HepG2 tox,ATXN2 expr inh,Nrf2 inh,MCF10A rerep,TGFb inhibitor,EPAC2 antagonist,Nrf2 ARE act,A549 viability
CCn1ccnc1CN1CCCC(C(=O)c2cccc(C(F)(F)F)c2)C1 (centres undefined),i,-7%,?,-7%,29%,-3%,6%,0.5%,-1%
CC(CNC(=O)c1ccc(CSc2nc3ccncc3n2Cc2ccc(F)cc2)cc1)c1ccccc1 (centres undefined),?,-23%,-26%,23µM*,.,?,.,2.7%,-9%
CC(=NCCCN1CCOCC1)c1c(O)n(-c2ccccc2C)c(=O)[nH]c1=O,i,0%,1%,2%,-4%,15%,9%,-0.7%,9%
Cc1cccc(N2C(=O)/C(=C/N3CCN(C(=O)c4ccco4)CC3)C(=O)NC2=S)c1,i,-6%,-8%,9%,-3%,4%,0%,-0.8%,-8%
CCOC(=O)[C@@H]1[C@H]2COc3ccc(Br)cc3[C@@H]2N2C(=O)N(c3cccc(C)c3)C(=O)[C@]12C,i,1%,-2%,-11%,24%,-7%,-6%,0.8%,2%
CC(=O)N1CCN(CCN=Cc2c(O)n(-c3ccc(C)cc3)c(=S)[nH]c2=O)CC1,i,-12%,-1%,-8%,4%,-9%,-3%,0.1%,11%
COc1cccc(-c2nn3c(=O)cc(CN4CCN(C(=O)COc5ccccc5C)CC4)nc3s2)c1,?,-5%,-32%,.,.,-19%,.,0.3%,5%
Cc1ccc(F)cc1NC(=O)c1ccc(Cn2nc(N3CCN(c4ccccc4)CC3)ccc2=O)o1,.,-20%,.,7.3µM*,.,-26%,.,-0.3%,-5%
CCC(=O)OC1CCC2C3CCC4CC(=O)C=CC4(C)C3CCC12C (centres undefined),i,6%,-4%,?,?,25%,-15%,2.9%,-4%
O=C1/C(=C\c2cc3c(cc2Br)OCO3)N2CCC1CC2,i,21%,3%,10%,-4%,18%,1%,0.2%[9.22 µM],1%
O=P1(Oc2ccccc2)CC=CC(COCc2ccccc2)O1 (centres undefined),.,7%,.,5%,.,-20%,.,.,-4%
O=C(Cn1nc(-c2ccccc2)ccc1=O)N1CCC2(CC1)OCCO2,i,10%,.,?,-9%,7%,1%,0.1%,-1%
CCOc1ccc(CNCCc2ccc3c(c2)OCO3)cc1,i,-4%,.,3%,11%,6%,1%,0.3%,10%
O=C(C1CC(c2ccccc2O)=NO1)N1CCC2(CC1)OCCO2 (centres undefined),i,6%,-14%,?,15%,8%,16%,-0.3%,14%
Cc1cc(OC(=O)c2ccco2)c2c3c(c(=O)oc2c1)CCCC3,i,-32%,-15%,9%,?,?,-25%,2.4%,-2%
CC(=NCCCn1ccnc1)c1c(O)n(C2CCCCC2)c(=O)[nH]c1=O,i,-16%,.,-20%,9%,-16%,1%,0.5%,16%
O=C(c1ccc2c(c1)OCO2)C1CCCN(Cc2ccccn2)C1 (centres undefined),i,-3%,1%,8%,13%,-18%,0%,-0.8%,0%
CCOc1ccc(NC(=O)c2cc3c(C)nn(-c4ccccc4)c3s2)cc1,i,-14%,2%,?,.,-8%,.,1.1%,-12%
Cc1ccc(OCCOc2cccc(C=C3C(=O)NC(=O)NC3=O)c2)cc1,.,0%,.,?,-3%,0%,-20%,-2.9%,-2%
O=S(=O)(c1cc(Cl)cc(Cl)c1)N1Cc2cc(-c3ccccc3)ccc2-n2nncc2C1,i,-15%,10%,.,.,4%,3%,-1.4%,.
C=CC[N+]1(C)CC[C@]23c4c5ccc(O)c4O[C@H]2C(=O)CC[C@@]3(O)[C@H]1C5 (some centres undefined),i,-4%,3%,-6%,0%,2%,2%,-1.1%,-4%
O=C1NC(=O)C(=Cc2ccc(N3CCOCC3)cc2)C(=O)N1,i,10%,-15%,8%,-1%,-17%,-14%,-0.1%,-4%
COC(=O)C1=C(c2ccc(F)cc2OCc2ccccc2)C[C@@H]2CC[C@H]1N2C(=O)NC1Cc2ccccc2C1,i,-12%,-22%,16µM*,?,-21%,-6%,-0.5%,-17%
O=C(O)COc1ccccc1,i,-2%,6%&5%,11%,?,3%,-15%,0.0%,1%
CCOCCSc1nc2c(c(-c3cccs3)c1C#N)CC/C2=C/c1cccs1,.,-4%,0%,4%,?,-23%,28%,14%,-4%
O=C(Cn1ncn2c(cc3cc(F)ccc32)c1=O)N1CCC2(CC1)OCCO2,i,13%,9%,-3%,0%,0%,2%,-0.9%,-20%
C=CCn1c(=O)c(C=Nc2cccnc2Cl)c(O)n(CCCC)c1=O,i,-2%,.,?,-7%,72%[activator],1%,-0.6%,3%
CCOC(=O)C(NC(=O)C(Cc1ccc(N(CCCl)CCCl)cc1)NC(C)=O)C(C)C (centres undefined),i,14%,-3%,-10%,-4%,-4%,-2%,-0.1%,4%
CCCCCCOc1ccc(C(=O)n2cnc(N)n2)cc1,i,-21%,11%,14%,23µM*,9%,-10%,-0.3%,-13%
CCCCCCCC(=O)OCC(COC(=O)CCCCCCC)OC(=O)CCCCCCC,i,-1%,1%&-1%,?,?,4%,-9%,0.3%,0%
COc1ccc(CN2C(=O)NC(=O)/C(=C\c3cc(OC)c(OC)c(OC)c3)C2=O)cc1,i,-18%,-35%,2%,?,-17%,0%,2.3%,7%
COc1nc2ccccc2nc1N1CC1,i,1%,12%,.,.,26%,?,1.1%,.
O=P(C(Cl)Cl)(N1CCOCC1)N1CCOCC1,i,-1%,0%,8%,-3%,-6%,1%,0.3%,0%
CSCCC(N=Cc1c(O)n(-c2ccc(Br)cc2)c(=O)[nH]c1=O)C(=O)OC(C)(C)C (centres undefined),i,-1%,1%,-8%,0%,-4%,14%,0.1%,-2%
O=c1[nH]cc(F)c(=O)[nH]1,i,-5%,-15%&-8%&-5%,?,?,17%,-6%,-1.0%,-14%
Cc1ccc(OP(=O)(Nc2cccc(C)c2)Oc2ccc(C)cc2)cc1,i,-43%,-19%,-25%,27%,?,?,-0.7%,-2%
COC(=NC1CCCC1)C(O)c1c[nH]c2ccccc12 (centres undefined),i,-19%,0%,15%,11%,-33%,6%,0.3%,-8%
COc1ccc(OC)c(N2C(=O)/C(=C/c3ccco3)C(=O)NC2=S)c1,i,-11%,-12%,1%,-10%,-11%,?,-1.5%,?
COc1ccc2[nH]c3c(c2c1)CCN1C(=O)C(CC(=O)NCc2cccc(C(F)(F)F)c2)C[C@H](C(=O)N2CCCCC2)[C@@]31C (some centres undefined),?,2%,0%,?,?,10µM*,-7%,0.3%,-23%
O=C(CCNS(=O)(=O)c1ccccc1)Nc1ccc(Cl)cc1C(=O)c1ccccc1,?,-28%,-22%,-20%,-1%,?,-10%,2.6%,-8%
CCN1CCC2(CCNC2)C1 (centres undefined),i,-16%,-7%,1%,-1%,21%,-10%,0.2%,3%
C=CCN1C(=O)/C(=C/c2cc(C)n(-c3cccnc3)c2C)C(=O)NC1=S,i,-55%,-17%,3%,0%,8%,-4%,-0.6%,0%
CCOP(=O)(OCC)C(O)c1cccc([N+](=O)[O-])c1 (centres undefined),i,5%,12%[11.3 µM],-13%,-4%,1%,1%,0.0%,1%
CC(C)C[C@H]1C(=O)N2CCCC2[C@]2(O)O[C@](NC(=O)[C@@H]3C=C4c5cccc6[nH]cc(c56)CC4N(C)C3)(C(C)C)C(=O)N12 (some centres undefined),?,0%,-20%,-29%,2%,3%,6%,3.6%,-14%
CN(C)C1(CNC(=O)Nc2ccc(Cl)c(Cl)c2)CCCCC1,?,16µM*,?,-28%,37%,?,4%,5.7%,-19%
O=c1[nH]c(=S)n(C2CC2)c(O)c1/C=N/Nc1cccc2ccccc12,i,2%,?,3%,-1%,1%,10%,7.3%,-10%
COC(=O)C1=C(c2cccc(OCc3ccccc3)c2)C[C@@H]2CC[C@H]1N2C(=O)NCc1ccccc1,?,-14%,?,?,9%,?,7%,3.5%,-8%
CC(=NCCC(c1ccccc1)c1ccccc1)c1c(O)n(C)c(=O)n(C)c1=O,i,-14%,-2%,-8%,?,-16%,-7%,0.2%,-2%

# Laid out differently: entries from further up.
# Each structure is followed by: S2 tox | HepG2 tox | ATXN2 expr inh | Nrf2 inh | MCF10A rerep | TGFb inhibitor | EPAC2 antagonist | Nrf2 ARE act | A549 viability
C=CCN1C(=O)/C(=C/c2cc(C)n(-c3cccnc3)c2C)C(=O)NC1=S
  i | -55% | -17% | 3% | 0% | 8% | -4% | -0.6% | 0%
CCOP(=O)(OCC)C(O)c1cccc([N+](=O)[O-])c1 (centres undefined)
  i | 5% | 12%[11.3 µM] | -13% | -4% | 1% | 1% | 0.0% | 1%
CC(C)C[C@H]1C(=O)N2CCCC2[C@]2(O)O[C@](NC(=O)[C@@H]3C=C4c5cccc6[nH]cc(c56)CC4N(C)C3)(C(C)C)C(=O)N12 (some centres undefined)
  ? | 0% | -20% | -29% | 2% | 3% | 6% | 3.6% | -14%

# Looked up above:
# MCF10A rerep with CC(=NCCCN1CCOCC1)c1c(O)n(-c2ccccc2C)c(=O)[nH]c1=O : -4%
# MCF10A rerep with COC(=NC1CCCC1)C(O)c1c[nH]c2ccccc12 (centres undefined) : 11%

# Going on with the list.
SMILES,S2 tox,HepG2 tox,ATXN2 expr inh,Nrf2 inh,MCF10A rerep,TGFb inhibitor,EPAC2 antagonist,Nrf2 ARE act,A549 viability
O[C@@H]1CCCC[C@H]1N1CCC(c2ccccc2)CC1,i,8%,-8%,-4%,?,-2%,-10%,0.2%,-3%
CC1(C)CC(=O)CC(C)(C)N1O,?,-36%,.,.,.,-13%,-13%,0.2%,.
CCOc1cc(C2NCc3ccccc3-n3cccc32)ccc1OC (centres undefined),i,-26%,-9%,-5%,-8%,6%,2%,0.4%,4%
COC(=O)C1=C(c2cccc(OCc3ccccc3)c2)C[C@@H]2CC[C@H]1N2C(=O)NCCOc1ccc(OC)cc1,?,3%,-13%,15µM*,18%,-25%,5%,0.1%,-7%
CCOC(=O)C1(CCc2ccccc2)CCN(C2CCSCC2)CC1,i,-13%,-13%,10%,8%,2%,4%,0.2%,-1%
CN1CCCN(C(=O)COc2ccccc2)CC1,i,12%,8%,1%,-12%,-1%,4%,0.3%,1%
C[n+]1c(-c2ccccc2)sc2ccccc21,?,-18%,.,?,0%,-18%,0%,0.1%,-3%
O=C(C1CCCCC1)N1Cc2ccccc2-n2nncc2C1,i,-11%,10%,.,.,2%,-6%,2.3%,.
CCOC(=O)[C@]12Cc3cc(Cl)ccc3[C@H]1N(CC(=O)OC)C(=O)c1ccccc12,7.9µM*,.,7.1µM*,.,.,.,?,-3.5%,.

# Compound activity from PubChem.

# The list is partial. The share of hits here may be higher or lower than overall.
